Compound activity as filed in PubChem.
DRD3 agonist: activates the human D3 dopamine receptor. D3R DiscoveRx beta-arrestin cells, luminescence, 90 min. 410,000 tested, 0.58% active. max activation, %. P35462; in the data active means max activation above about 30%; further: 0% is about no effect; mostly tested at two doses, the higher about 12 µM
Target sequence (P35462 whole entry, looked up): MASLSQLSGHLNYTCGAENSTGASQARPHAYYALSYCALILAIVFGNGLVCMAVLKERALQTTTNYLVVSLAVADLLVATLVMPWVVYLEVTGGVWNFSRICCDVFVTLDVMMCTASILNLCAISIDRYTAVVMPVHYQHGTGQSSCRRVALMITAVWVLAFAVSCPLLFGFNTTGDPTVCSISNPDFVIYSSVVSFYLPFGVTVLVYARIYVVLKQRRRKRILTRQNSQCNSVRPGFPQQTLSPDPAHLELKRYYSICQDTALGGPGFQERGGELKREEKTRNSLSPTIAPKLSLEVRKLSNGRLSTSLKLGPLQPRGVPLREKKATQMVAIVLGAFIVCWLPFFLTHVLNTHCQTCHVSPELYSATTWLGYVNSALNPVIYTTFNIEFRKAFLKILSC
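Agonist-mode cell screen: cells plated at 1500/well and incubated overnight at 37 °C, then exposed to library compounds for 90 min at 37 °C. Detection reagent was added for 30–60 min at room temperature, and luminescence was read.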
PLK1 PBD block: PLK1 (human) polo-box domain binding inhibition | 360,000 tested, 2.8% active | AID 720504 | Plk1 PBD binding of FITC phosphopeptide, fluorescence polarization | Potency, µM, for the others: max response, negative = inhibition, usual class: inhibitors | P53350; further: potency means the concentration at half of the fitted maximal effect; series mostly up to about 57 µM; on the % scale 0 is the no-effect control and ±100 the full control effect; nearly all actives have a fitted effect of over 65% in size
D3 antag: D3 dopamine receptor (human) antagonism. P35462. D3R cells, DiscoveRx beta-arrestin luminescence, antagonist mode; hits give low values. max response, negative = inhibition, %. 360,000 tested, 2.5% active. AID 652054; in the data active means max response below about -50%; inconclusive means no clear call, values can overlap the other calls; further: on the % scale 0 is the no-effect control and ±100 the full control effect; mostly tested at two doses, the higher about 12 µM
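Cells plated overnight at 1500 cells/well, then exposed to library compounds with dopamine controls for 90 minutes at 37 degrees C. DiscoveRx reagent added for 30–60 minutes at room temperature; luminescence read, quantitative HTS format.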
WRN inhibitor: blocks human WRN helicase. Q14191. WRN helicase unwinding, fluorescent forked duplex, kinetic. Potency, µM (series often up to 114 µM), for inactives: at the top dose activity change, negative = inhibition, hits mostly inhibitors. 360,000 tested, 0.46% active; further: potency means the concentration at half of the fitted maximal effect; on the % scale 0 is the no-effect control and ±100 the full control effect; nearly all actives have a fitted effect of over 55% in size
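WRN at 20 nM final was preincubated with compound for 15 min at room temperature; reaction started with 100 nM forked duplex oligonucleotide carrying fluorophore and quencher plus 2 mM ATP (final). Unwinding followed kinetically by red fluorescence (ex 525/em 598 nm).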
GLP1R ag: GLP-1 receptor (human) agonism; P43220; HEK293 GLP-1R CRE-luciferase, luminescence, 4-6 h; cells express a hypersensitive GLP-1R form; Potency, µM (top dose mostly 45.6 µM), without a hit: top-dose activation, most hits filed as activators; 380,000 tested, 0.007% active; AID 624172; further: potency means the concentration at half of the fitted maximal effect; % of control where 0% means no effect
HEK293 tox: cytotoxic in the GLP-1 receptor inverse agonist counter-screen | HEK293 cAMP-luciferase reporter cells, luminescence, 24 h | 410,000 tested, 0.13% active | Potency, µM (highest dose often 38.3 µM), without a hit: top-dose activity change, negative = inhibition, actives largely listed as inhibitors;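 further: loss of luciferase light is scored as toxicity; potency means the concentration at half of the fitted maximal effect; on the % scale 0 is the no-effect control and ±100 the full control effect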
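Step one: seed cells (200 cells/uL, DMEM with 10% Nu serum, 1% pen-strep). Step two: 12-hour incubation at 37 deg C. Step three: pin 23 nL compound, incubate 24 hr. Step four: add luciferase reagent, read luminescence 12 min later.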
PI5P4Ka inh: blocks human PI5P4K alpha kinase activity. P48426. PI5P4Kalpha enzyme, ADP-Glo luminescence, 60 min; hits give low values. max response, %. 330,000 tested, 1.2% active. AID 652105; active means max response of -50% or lower; inconclusive means between -30% and -50%; inactive means -30% or higher; further: value at the top dose of about 77 µM; on the % scale 0 is the no-effect control and ±100 the full control effect
Target sequence (P48426 whole entry, looked up): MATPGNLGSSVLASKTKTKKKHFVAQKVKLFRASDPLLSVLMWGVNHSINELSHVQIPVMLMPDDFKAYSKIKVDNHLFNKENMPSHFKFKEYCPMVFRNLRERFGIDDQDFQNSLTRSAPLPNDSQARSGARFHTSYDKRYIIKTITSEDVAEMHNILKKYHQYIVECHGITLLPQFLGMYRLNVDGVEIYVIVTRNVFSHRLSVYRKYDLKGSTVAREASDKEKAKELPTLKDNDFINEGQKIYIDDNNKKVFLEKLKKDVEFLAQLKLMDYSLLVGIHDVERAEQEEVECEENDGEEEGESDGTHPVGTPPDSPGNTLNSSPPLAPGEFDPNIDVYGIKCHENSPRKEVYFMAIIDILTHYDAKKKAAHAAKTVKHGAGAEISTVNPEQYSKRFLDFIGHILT
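PI5P4Kalpha ADP-Glo assay; 5 microM ATP final; 60 min RT reaction; HEPES pH 7.4/EGTA/CHAPS, 5% DMSO; controls lacking substrate or enzyme; luminescent end-point.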
GLP-1R inv ag: inverse agonists of human GLP-1 receptor; 410,000 tested, 1.6% active; P43220; HEK293 GLP-1R CRE-luciferase, luminescence, 24 h; GLP-1R form is constitutively active; Potency, µM (doses to about 38.3 µM), for the others: at the top dose activity change, negative = inhibition, actives largely listed as inhibitors; further: potency means the concentration at half of the fitted maximal effect; on the % scale 0 is the no-effect control and ±100 the full control effect; nearly all actives have a fitted effect of over 55% in size
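Constitutively active GLP-1R drives a cAMP-responsive luciferase in stably transfected HEK293 cells; test compounds are added after overnight (12 h) attachment and left 24 hr, and signal loss in luminescence marks inhibition.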
IL-2 act: activators of IL-2; IL-2 activation reporter assay, cell-based qHTS; stimulated with anti-CD3/CD4/CD28 beads; in transgenic mouse T cells; activation, % (series mostly up to about 46 µM); 360,000 tested, 0.065% active; in the data active means activation above about 50%; inconclusive means mostly about 30% to 49%; further: 0% is about no effect
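Readout is EGFP and DsRed signal by fluorescent plate cytometry after 18 h at 37 degrees C. Transgenic mouse T cells (750/well) received compound for 60 min before bead stimulation (anti-CD3, anti-CD4, anti-CD28); memory T cells served as non-tolerant control.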
* = called active by the depositor; ? = inconclusive; · = not tested or not shown; [ ] = remark or other dose. Unless noted, the call rests on the fitted dose curve; in most records, active means well fitted curve in the direction sought with a large enough effect; inconclusive means small, poorly fitted or top-dose-only effect, or another doubt; inactive means no such curve, though single readings can be large; an effect the other way counts as inactive or inconclusive. Rows are unselected; any-hit rate near 7.8%.

Values run as follows: DRD3 agonist	PLK1 PBD block	D3 antag	WRN inhibitor	GLP1R ag	HEK293 tox	PI5P4Ka inh	GLP-1R inv ag	IL-2 act
1. CCOc1ccc(OCc2ccc(C(=O)N3CCCC(C)C3)cc2)cc1 (centres undefined)
    -8	-23%	-3	-13%	0%	5%	6	?	-2.4
2. COc1cc(NC(=S)N2CCN(c3ccccn3)CC2)c(OC)cc1Cl
    1	24µM*	11	0%	0%	-6%	-11	-18%	-0.2
3. Cc1nc2cc(C(=O)OCC(=O)NC(C)C(C)C)ccc2n1-c1ccccc1 (centres undefined)
    5	-8%	16	-2%	-6%	4%	3	0%	-5.0
4. COc1ccc2c(c1)sc(=NC(=O)CS(=O)(=O)c1ccc(F)cc1)n2C
    2	-2%	12	3%	0%	-1%	2	12%	-0.5
5. O=C(COC(=O)CCC1CCCC1)Nc1nc2c(F)c(F)c(F)cc2s1
    9	5%	3	-4%	0%	-9%	-1	6%	2.3
6. Cn1c(-c2ccc(F)cc2)cnc1SCC(=O)NCc1ccco1
    0	-10%	-52*	-7%	-2%	-17%	-2	6%	3.0
7. COc1cc(OC)cc(-n2nnnc2SCC(=O)NCc2ccc3c(c2)OCO3)c1
    -11	-6%	-21	5%	-1%	-6%	·	0%	-0.4
8. CC(NC(=O)C(=O)NN=C1CCC(C(C)(C)C)CC1)c1ccccc1 (centres undefined)
    0	1%	-6	0%	-11%	0%	3	6%	-1.6
9. Cc1nc2ncnn2c(N2CCN(c3cccc(C(F)(F)F)c3)CC2)c1C
    10	-2%	26	-2%	6%	-9%	·	0%	-4.4
10. COc1cc(CC(=O)Nc2nc(-c3ccc(F)c(F)c3)cs2)cc(OC)c1OC
    3	-5%	7	-35%	5%	-3%	-6	?	-3.2
11. O=C(CCS(=O)(=O)c1cc(Br)cc2c1N(C(=O)C1CC1)CC2)NCc1ccco1
    -3	-15%	-3	-22%	-3%	2%	-25	-5%	1.7
12. CNc1nc(Nc2ccccc2)nc(OCC(F)(F)F)n1
    -15	-18%	-14	-6%	13%	6%	2	4%	-0.8
13. Cc1cc(NC(=O)COC(=O)C2CC(=O)N(c3cccc(C)c3C)C2)no1 (centres undefined)
    16	-4%	-5	6%	0%	0%	-3	15%	-0.2
14. O=C(Nc1nc(-c2cccs2)cs1)c1ccc([N+](=O)[O-])o1
    -6	-26%	-20	-13%[11.6 µM]	-1%	-1%	?	55%[activator]	0.1
15. CS/C(N)=N/S(=O)(=O)c1ccc(NC(C)=O)cc1
    0	-4%	-7	-5%	-6%	-6%	2	18%	-1.7
16. CCc1ccc(-c2ccc(C(=O)O)cc2)nc1
    3	4%	-23	-3%	1%	-3%	·	2%	-1.2
17. OC(c1ccccc1)(c1nc(-c2ccc3ccccc3c2)cs1)C(F)(F)F (centres undefined)
    -12	0%	-7	-6%[57.1 µM]	8%	?	-5	?	-1.0
18. O=C(CN1C(=O)c2ccccc2S1(=O)=O)Nc1ccccn1
    0	6%	8	-11%	1%	-11%	2	-1%	1.0
19. N#C/C(=C/c1cn(-c2ccccc2)nc1-c1cccc(OCc2ccc(F)cc2)c1)C(=O)NCCCn1ccnc1
    -12	-11%	?	?	-3%	?	-5	?	-1.2
20. CN(CC(=O)Nc1ccc(F)c(F)c1)S(=O)(=O)c1cccc2nsnc12
    3	-19%	8	3%	-12%	-11%	-5	1%	-1.9
21. COc1cc(-c2nnc3sc(Cc4ccc(Cl)cc4)nn23)cc(OC)c1OC
    0	24µM*	25	-7%	4%	-3%	-19	-28%	1.0
22. COc1ccc(-c2noc(CSc3nc4ccccc4c(=O)n3-c3ccc(C)cc3)n2)cc1
    1	-1%	16	-7%	2%	1%	2	?	-2.2
23. CN=C1S/C(=C\c2cn(CC(=O)OC)c3ccccc23)C(=O)N1C
    6	7%	13	-4%	12%	-16%	0	24%	-0.5
24. CCc1nnc(NC(=O)CSc2nnc(C3CCCCC3)n2-c2cccc(Cl)c2)s1
    1	-5%	-14	-1%	14%	0%	·	-15%	3.8
25. O=C(CN1CCC(O)(c2ccc(F)cc2)CC1)NCc1ccc(F)cc1
    -17	1%	-6	-8%	3%	0%	·	8%	-2.5
26. Cc1cc([N+](=O)[O-])ccc1NCc1ccco1
    1	-7%	1	1%	9%	-19%	6	13%	0.6
27. O=C(NC1CCCCC1)C(c1ccnc2ccccc12)n1c(=O)c(-c2cc3ccccc3[nH]2)nc2ccccc21 (centres undefined)
    6	5%	15	-1%	·	358%[activator]	0	?	0.0
28. CCn1c(SCC(=O)NCC2CCCO2)nc2cc(S(=O)(=O)N3CCCCC3)ccc21 (centres undefined)
    1	-17%	10	0%	4%	-9%	8	3%	1.1
29. C/C(=N\NC(=O)Cc1ccc(Cl)cc1)c1ccc(F)cc1
    -3	-10%	-1	5%	0%	7%	-3	13%	-0.1
30. COc1ccc(S(=O)(=O)N2CCC(C(=O)NC3CC(C)(C)NC(C)(C)C3)CC2)cc1
    16	-7%	11	1%	-4%	9%	-7	10%	-0.4

Among those listed so far, these contain a nitro group on carbon.
Values run as follows: DRD3 agonist	PLK1 PBD block	D3 antag	WRN inhibitor	GLP1R ag	HEK293 tox	PI5P4Ka inh	GLP-1R inv ag	IL-2 act
14. O=C(Nc1nc(-c2cccs2)cs1)c1ccc([N+](=O)[O-])o1
    -6	-26%	-20	-13%[11.6 µM]	-1%	-1%	?	55%[activator]	0.1
26. Cc1cc([N+](=O)[O-])ccc1NCc1ccco1
    1	-7%	1	1%	9%	-19%	6	13%	0.6

Following part.
Values run as follows: DRD3 agonist	PLK1 PBD block	D3 antag	WRN inhibitor	GLP1R ag	HEK293 tox	PI5P4Ka inh	GLP-1R inv ag	IL-2 act
31. CCCCC(=O)Nc1ncc(Br)s1
    -11	0%	11	2%	-26%	1%	·	?	1.9
32. COc1ccccc1NC(=S)NC(=O)CC(C)C
    -2	0%	?	-5%	6%	-15%	0	?	0.2
33. O=C(NCC1CCCN1S(=O)(=O)c1cccs1)c1ccc(Cl)cc1 (centres undefined)
    0	0%	-11	-17%	11%	9%	-4	?	-0.9
34. NC(=O)c1ccsc1NC(=O)c1nc(-c2ccccc2)n(-c2ccccc2)n1
    6	12%	39	0%	0%	-5%	·	0%	-0.8
35. CC(=O)N1CCN(CC(O)COc2ccc(Br)cc2)CC1 (centres undefined)
    -2	-2%	0	-1%	4%	-12%	-1	1%	0.7
36. O=C(NCCN1CCc2ccccc2C1)Nc1ccc([N+](=O)[O-])cc1
    -15	-26%	-28	-5%	-8%	-12%	-3	?	0.0
37. COC(=O)c1cccc(NC(=O)CSc2nnc(C3CC3)n2C)c1
    23	-3%	5	-1%	5%	5%	3	10%	5.9
38. O=S(=O)(c1ccc(F)cc1)N1CCN(c2ccccn2)CC1
    0	-1%	16	0%	4%	-2%	8	9%	-0.3
39. Cn1cccc1C(C#N)(CC#N)c1cccc(F)c1C#N (centres undefined)
    6	-9%	1	3%	-13%	-4%	2	4%	1.9
40. C=CCOc1nc(N2CCCC2)nc(N2CCCC2)n1
    7	-2%	0	0%	?	1%	3	0%	-1.8
41. CCn1cc(S(=O)(=O)Nc2cc(F)ccc2C)cn1
    4	-4%	0	-7%	0%	-3%[7.66 µM]	10	-1%[7.66 µM]	-0.2
42. O=C(c1cc(COc2cccc3cnccc23)on1)N1CCC(c2ccccc2Cl)C1 (centres undefined)
    13	-3%	25	-6%	19%	-4%	-7	?	-1.0
43. COc1ccc(-c2nnn(Cc3ccccc3)n2)cc1
    4	0%	13	-9%	4%	-2%	2	-30%	-0.4
44. Cc1ccc(C(=O)Nc2nc3ccc(S(C)(=O)=O)cc3s2)s1
    -5	-11%	-15	5%	1%	-20%	·	-6%	0.3
45. Cc1cc(NC(=O)NC2(C(F)(F)F)Oc3ccc(Cl)cc3O2)no1 (centres undefined)
    9	-10%	16	-7%	-4%	-10%	·	7%	-0.3
46. O=C(NCc1ccc2c(c1)OCO2)C1CCCN1S(=O)(=O)c1ccc(F)cc1 (centres undefined)
    7	-7%	7	-3%	8%	-3%	2	?	3.0
47. COc1cccc(/C=N/NC(=O)C(c2ccncc2)N2CCOCC2)c1 (centres undefined)
    18	-4%	-5	12%	1%	10%	-5	11%	0.7
48. COCCNC(=O)c1ccccc1NC(=O)C1COc2ccccc2O1 (centres undefined)
    -2	-1%	5	-1%	16%	12%	2	57%[activator]	8.9
49. CC(C)C[C@@H](COCc1ccc([N+](=O)[O-])cc1)N1CCN(C(=O)c2ccc(C(F)(F)F)cc2)CCC1=O
    -1	0%	?	-4%	-4%	-14%	0	?	-1.1
50. O=C(Cc1ccccc1F)Nc1cccc(S(=O)(=O)N2CCOCC2)c1
    0	-5%	-11	5%	16%	10%	10	22%	0.8
51. Cc1[nH]n(C(N)=S)c(=O)c1N=Nc1cccc(Cl)c1
    -3	?	?	-23%	-5%	?	-9	3%	-1.8
52. CCOc1ccc(N2C(=O)/C(=C/c3cccs3)N(CC(=O)OC)C2=S)cc1
    -1	-6%	22	-4%	-11%	-6%	·	2%	-0.7
53. Nc1cc(=O)[nH]c(SCC(=O)Nc2ccc(F)c(Cl)c2)n1
    -2	-9%	-18	7%	-4%	5%	·	9%	-2.5
54. O=C(CCc1ccccc1)Nc1ccc(S(=O)(=O)NC2=NCCCCC2)cc1
    1	?	9	-8%	-1%	10%	3	-26%	1.6
55. O=S(=O)(c1ccc(N2CCCCCC2)nc1)N1CCCC1
    3	4%	11	6%	-2%	-4%	-6	11%	-1.0
